BoNT A protease – blocks Botulinum neurotoxin A light chain protease. multiplex microsphere protease substrate cleavage, flow cytometry. inhibition, % at 10 µM. 0.17% of 360,000 active; further: plate controls were buffer without enzyme for full effect and enzyme alone for no effect
Anthrax LF prot – anthrax lethal factor protease inhibition; multiplex microsphere protease cleavage assay, LF; inhibition, % at 10 µM; 0.12% of 360,000 active; further: plate controls were buffer without enzyme for full effect and enzyme alone for no effect
PrPC surface inh – reduces human prion protein on the cell surface | P04156 | 0.43% of 370,000 active | cell surface PrPC, TR-FRET read-out | inhibition, % at 13.8 µM | AID 720596; in the data active means inhibition above about 24%; further: 0% = median of the test wells and 100% = reference compound wells
TcdB GH inh – inhibitors of Clostridioides difficile toxin B glycohydrolase | P18177 | TcdB glycohydrolase enzymatic assay, plate reader | inhibition, % at 9.99 µM | 0.24% of 350,000 active | AID 652162; in the data active means inhibition above about 10%
Y pestis TopoI – Y. pestis Topo-I inhibition via cleavage products; Y. pestis Topo-I cleavage product accumulation, plate reader; activity, % at 10 µM; 0.064% of 360,000 active; in the data active means activity above about 50%, passing the limit was not always enough; inconclusive means no clear call, values can overlap the other calls; further: inactives centre near 2
PfHsp40 yeast – compounds rescuing yeast from Plasmodium falciparum HSP40 toxicity; growth rescue, % at 12.5 µM; S. cerevisiae expressing PfHsp40, growth rescue, ATP luminescence; 0.68% of 340,000 active; in the data active means growth rescue above about 28%, passing the limit was not always enough; inconclusive means no clear call, values can overlap the other calls;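 further: yeast W303a lacking pdr1 and pdr3 grown in galactose medium; growth measured after three days at 30 °C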
CCHFV vOTU inh – CCHFV vOTU protease inhibition | Pep-AMC fluorescence | inhibition, % at 11.5 µM | 0.55% of 370,000 active | AID 651958; in the data active means inhibition above about 30%; further: 0% = vehicle wells with enzyme and 100% = no enzyme wells
FadD28 binding – inhibitors of Mycobacterium tuberculosis FadD28 bisubstrate binding | 0.22% of 360,000 active | inhibition, % at 12.5 µM | FadD28 bisubstrate probe binding, fluorescence polarization | AID 588549; in the data active means inhibition above about 8.5%, passing the limit was not always enough; inconclusive means no clear call, values can overlap the other calls
BoNT F protease – blocks Botulinum neurotoxin F light chain protease. 0.22% of 360,000 active. inhibition, % at 10 µM. Multiplex microsphere protease cleavage assay, flow cytometry; in the data active means inhibition above about 35%, passing the limit was not always enough; inconclusive means no clear call, values can overlap the other calls; further: plate controls were buffer without enzyme for full effect and enzyme alone for no effect
The depositor's hits bear a star; ? = inconclusive; . = no result given. Unless noted, no stated cut-off is given here; in the data, active means inhibition above about 30%; inconclusive means no clear call, values can overlap the other calls; inactive means below that.

Screens in order: BoNT A protease, Anthrax LF prot, PrPC surface inh, TcdB GH inh, Y pestis TopoI, PfHsp40 yeast, CCHFV vOTU inh, FadD28 binding, BoNT F protease
1. Cc1nn(CC#N)c(=O)n1-c1ccc(C(C)C)cc1
→ -1.3, -5, -6, 1.8, 8, -1.1, 14, -1.0, -12
2. CCOCCn1c(=O)c2c(nc3n2CCCN3CCc2ccccc2)n(C)c1=O
→ -1.3, 0, -6, -0.3, 4, 0.6, 20, -1.8, -3
3. CCOC(=O)C1=C(C)N=c2s/c(=C\c3ccncc3)c(=O)n2C1c1ccc2c(c1)OCO2 (stereo not drawn)
→ 3.7, 1, 10, ., -2, -1.1, 14, -2.2, 0
4. Cn1cnnc1-c1cccc(NS(=O)(=O)c2ccc(N3CCCC3=O)cc2)c1
→ -1.3, -1, -1, 1.3, 3, -1.5, -8, -0.5, -12
5. COc1ccc(NC(=O)CSc2nnc(-c3cccc(O)c3)o2)cc1
→ -1.5, -4, -1, 0.8, -7, 1.5, 4, 1.1, -9
6. CCOC(=O)[C@@H]1[C@H]2COc3cc(OC)ccc3[C@@H]2N2C(=O)N(c3ccccc3)C(=O)[C@]12C
→ -0.6, -9, -4, -0.1, 5, 0.1, -5, -3.2, 2
7. COc1ccc(/C(C)=N/NC(=O)c2ccccc2OCc2ccccc2)c(OC)c1
→ -1.4, -10, 1, 1.5, 5, 0.2, 9, -3.9, 4
8. CC(C)CCn1c(COc2ccccc2)nn(CCC#N)c1=S
→ -2.4, 4, 3, 0.5, 25, -0.6, 0, ., 10
9. Nc1cc(Cl)ccc1Nc1ccncc1
→ -1.7, 3, -3, 0.2, -7, 1.2, 11, -2.4, -15
10. CCN(CC)C(=O)COc1ccc2c(-c3ccccc3)cc(=O)oc2c1
→ -6.9, -4, -4, 0.9, 11, 0.6, 9, -2.3, ?
11. CCN(c1ccc(NC(=O)COC(=O)/C=C/c2ccco2)cc1)C(C)C
→ 0.5, 0, -2, 0.9, 0, -1.1, 12, -0.7, 6
12. Cc1ccc(Cl)cc1NC(=S)Nn1cnnc1
→ 1.1, -3, -1, 1.8, 6, 0.0, 5, 1.2, 2
13. COC(=O)c1ccc(COc2ccc(C#N)cc2)o1
→ -1.9, -1, -2, 1.8, 4, 0.9, 0, -3.4, -6
14. N=C1c2ccccc2CN1NC(=O)CC12CC3CC(CC(C3)C1)C2
→ -0.8, 0, 5, 1.7, 15, -0.3, 14, 22*, -12
15. Cc1oc2c(C)c(O)ccc2c(=O)c1-c1ccc2ccccc2n1
→ 2.2, 1, -5, ., 10, -0.4, 10, -4.0, 2
16. COC(=O)Nc1ccc(S(=O)(=O)Nc2ccc(O)cc2)cc1
→ -0.2, -3, 8, ., 4, -1.9, -11, -19, 5
17. O=C(CSc1nnc(-c2ccncc2)n1Cc1ccccc1)Nc1nccs1
→ 1.0, 0, 4, ., 3, 1.3, 9, 0.6, 25
18. CCOc1cc(C(=O)NCc2ccccc2)ccc1OCC(=O)N1CCCCC1
→ -0.4, 1, 3, -0.2, 3, 0.2, 18, -2.3, -5
19. O=S(=O)(c1cccc(-c2nnc(-c3ccc(Br)cc3)o2)c1)N1CCCCCC1
→ 2.8, -2, 1, ., 0, -0.7, -6, 0.1, 6
20. CC(=O)Nc1sc2c(c1C#N)CCC2
→ -0.3, 2, 0, 1.7, 7, -2.1, -13, 0.4, -4
21. O=C(N/C(=C\c1ccc([N+](=O)[O-])cc1)C(=O)N1CCCCC1)c1ccc(Br)o1
→ 2.0, 2, -10, -0.1, 5, -0.4, 15, -0.5, 5
22. CCOC(=O)/C=C1\CC(C(=O)OCC)Oc2c(OC)cccc21 (stereo not drawn)
→ -0.2, -4, 5, 0.5, 15, -0.6, 12, 0.2, -8
23. CSc1ccc(Cn2c(C)c(C(=O)NCc3cccc(C)c3)sc2=O)cc1
→ 0.1, -5, 4, 0.5, 44, ., -6, -11, -6
24. Cc1ccc(OCC(=O)NC2=NCCS2)cc1
→ 0.3, 0, 4, ., 4, -0.7, 5, -2.9, -2
25. CC(=O)Nc1ccc(C(=O)NCCc2ccccc2)cc1
→ 0.1, 0, 1, 2.1, 0, 0.0, 4, -0.7, 1
26. Cc1c(C(C)(C)C)c(C=S)n2ccccc12
→ ?, -6, -2, ., -3, -0.5, -4, -0.3, -8
27. CC1=NN(c2ccccc2)C(=O)C1=C(C)C
→ -0.5, -3, -3, -1.4, -6, 1.2, 7, -3.0, -4
28. O=C(O)c1ccccc1CSC1=NCCS1
→ 0.4, 3, 13, -3.9, 2, -1.7, -5, -2.4, -4
29. COc1ccc(CN(C(=O)c2cc3ccccc3oc2=O)C2CCS(=O)(=O)C2)cc1 (stereo not drawn)
→ -2.0, -12, 1, -0.5, -2, -0.4, -4, -0.3, -11
30. O=C(COC(=O)/C=C/c1cccc(Br)c1)NC1CCCCC1
→ -0.3, -12, -7, 2.7, 2, 2.2, -9, -1.6, -9
31. O=C(NCC1CCCO1)c1ccc2c(=O)n(CCc3ccccc3)c(=O)[nH]c2c1 (stereo not drawn)
→ 0.4, -4, 1, ., 3, 0.1, -10, -3.9, 10
32. COc1cc(N)c(Cl)cc1C(=O)OCC(=O)NCC1CCCO1 (stereo not drawn)
→ -5.1, -3, 1, 0.2, 4, 0.9, 0, 2.2, -5
33. O=C(N/N=C/c1cccc2ccccc12)c1cccnc1
→ -4.6, -13, 8, -0.8, 4, 0.0, 17, -3.7, -8
34. Cc1ccc(NS(=O)(=O)c2cc(NC(=O)c3ccc4c(c3)NC(=O)CS4)ccc2Cl)c(C)c1
→ -1.3, 0, 10, 0.1, -7, 1.6, -6, -3.7, -9
35. CCOC(=O)C1CCN(Cc2ccccc2C)CC1
→ 0.9, -2, -2, 1.0, -1, -0.8, 13, -0.3, -3
36. COc1ccc(CC(=O)Nc2c3c(nn2-c2cccc(C)c2C)CS(=O)C3)cc1OC (stereo not drawn)
→ 0.5, 1, 1, ., 3, -1.2, -4, 0.1, 4
37. Cc1sc2nc(SCC(=O)NCCOCCO)n(C)c(=O)c2c1C
→ 3.1, -3, 7, ., -10, 0.1, -6, -3.9, 3
38. CC(=O)Nc1ccc(C(=S)NCCCO)cc1
→ -0.4, -4, -7, -0.4, -13, 0.1, 1, 0.4, -6
39. CCC(C)c1ccc(S(=O)(=O)N2CC(=O)Nc3ccccc32)cc1 (stereo not drawn)
→ -0.1, 0, -2, ., -1, 8.7, 6, -2.0, 0
40. CC1CCN(C(=O)C2CCN(S(=O)(=O)c3ccc4c(c3)CC(C)N4C(=O)C3CC3)CC2)CC1 (stereo not drawn)
→ -2.4, -5, 7, -0.2, 28, -1.2, 3, 0.5, -4
41. O=C(CN1C(=O)COc2ccccc21)N1CCC2(CC1)OCCO2
→ -0.6, -1, -4, 1.3, 1, -0.5, 2, 1.2, -8
42. COc1ccc(CNC(=O)c2sc(=O)n(Cc3ccc(-c4ccccc4)cc3)c2C)cc1OC
→ -1.6, -8, -2, 0.4, -3, ., 3, 0.3, -15
43. S=C(NC1CCCCC1)N1CCN(C/C=C/c2ccccc2)CC1
→ -0.6, 0, 6, ., 22, 1.9, 7, -0.7, -5
44. Cc1ccc(CNC(=O)CO/N=C/c2ccc3c(c2)OCO3)cc1
→ -0.4, -2, -1, 2.6, 3, 0.1, 1, -2.8, 1
45. Oc1c(Br)cc(Br)cc1CNc1nccs1
→ -3.7, 5, -2, 1.2, -4, -1.3, -1, -1.5, 8
46. CCOC(=O)C1=C(C)NC(=O)NC1c1ccc(Br)o1 (stereo not drawn)
→ 0.0, 1, -2, ., -10, 1.0, -4, -0.6, -6
47. CN(C)S(=O)(=O)c1ccc(N2CCCC2)c(C(=O)Nc2nc3c(ccc4ccccc43)s2)c1
→ 0.3, -1, -3, ., 21, 0.0, -12, -3.6, 1
48. CN1C(=O)c2ccc(C(=O)Nc3cccnc3)cc2C1=O
→ -4.5, -2, -4, 1.1, -1, -0.5, 3, 1.0, -2
49. Nc1cc(=O)[nH]c(SCC(=O)Nc2ccc(S(=O)(=O)N3CCCC3)cc2)n1
→ 0.1, -2, -11, -0.1, 3, -1.6, 13, -3.4, -6
50. COc1ccc(CC(=O)NCc2cccs2)cc1OC
→ 0.5, -1, 2, ., 5, 0.2, 11, 0.1, -15
51. Cc1cccc(NC(=O)CSc2c3c(nc4ccccc24)CCC3)n1
→ 0.2, 0, -4, 2.2, 11, -1.3, -2, -2.3, -3
52. COCCn1c(=NC(=O)CCS(=O)(=O)c2ccccc2)sc2cc(C(=O)OC)ccc21
→ 1.5, 1, 0, 0.4, 6, -0.9, 0, -4.5, 0
53. c1csc(-c2cnc3ccccc3n2)c1
→ 0.5, 5, -18, ., 3, 0.4, -92, -1.0, -9
54. O=C(c1cc(C2CC2)on1)N1CCN(c2ccccc2)CC1
→ 0.9, -5, 8, 0.8, -2, -1.2, 4, -1.9, 5
55. Cc1cc(C(=O)OCC(=O)Nc2ccc(F)cc2)c(C)o1
→ -1.9, -2, 7, ., -3, -0.2, 8, 0.4, -22
56. CCNC(=O)C1CCCN(c2nc(C)cc(C)n2)C1 (stereo not drawn)
→ -0.1, -1, 1, 0.6, 2, -1.4, -13, -4.5, -2
57. O=S(=O)(c1cccnc1)N1CCCC(Nc2ccc(F)c(F)c2)C1 (stereo not drawn)
→ -0.6, -12, 4, 1.2, 9, ., 24, 1.4, -10

Bioassay records (PubChem BioAssay)
